Source: PubChem (several laboratories)
RAM inhibit = inhibitors of the yeast RAM network | S. cerevisiae dse1pr::URA3 reporter, 5-FOA growth OD615, 2 d; analog-sensitive cbk1-as2 kinase mutant strain | inhibition, % at 50 µM | 190,000 compounds, 1.8% hits | AID 868;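 active = inhibition above a set limit, 3 SD over mean compound inhibition, cut at about 8.4% in these data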;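 also: 0% = DMSO-only wells with no growth and 100% = 10 µM 1-NA-PP1 full growth; inhibition rescues growth on 5-FOA so higher OD means more RAM inhibition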
Diaph act CS = activates diaphorase or chemically reduces, flagging diaphorase assay artifacts; activation factor at 20 µM; 190,000 compounds, 0.005% hits; AID 1229; Diaphorase/resazurin coupled assay, resorufin fluorescence, 16 min; stronger effect = higher value; 1 = vehicle wells, 0 = NADH-free wells;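 active = diaphorase activity raised at least twofold by the compound at 20 µM; inactive = activation factor below 2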
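Test system: Clostridium kluyveri diaphorase, purified enzyme. Buffer or medium: 50 mM HEPES pH 7.4 buffer plus MgCl2 and Tween 20. Also added: 0.114 mM NADH and 0.1 mM resazurin, final amounts. Dosing: compound 20 µM once, DMSO 1%. Schedule: 16 min enzyme reaction, ambient temperature. Detection: fluorescence of resorufin, 544 nm excitation, 590 nm emission.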
TLR4 MyD88 comp = TLR4-MyD88 interaction inhibition in cells; O00206+Q99836; HeLa CL3-4 TLR4/MyD88 BLA complementation, FRET ratio; inhibition, % at 8.4 µM; 200,000 compounds, 0.18% hits; AID 861; in the data active = inhibition above about 25%;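 also: 0% = vehicle and 100% = reference inhibitor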
Redox H2O2 prof = compounds producing H2O2 with reducing agent – biochemical, NIH compound library profiling, artefact control for MLSCN library redox annotation, primary screen. DTT-dependent redox cycling H2O2, phenol red/HRP absorbance; 100% = 100 µM peroxide control, 0% = buffer. activation, % at 10 µM. 200,000 compounds, 0.03% hits;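 active = activation of at least 50% relative to the plate's high and low controls in the primary single-dose screen; inactive = activation below 50%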;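 also: compound incubated with DTT at 0.8 mM final as the reducing agent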
G6PDH CS = L. mesenteroides G6PDH inhibition counter-screen | Purified L. mesenteroides G6PDH, diaphorase/resazurin coupled fluorescence, 45 min | AID 1020 | inhibition, % at 5 µM | 200,000 compounds, 0.12% hits
Hsp70 activator = transcriptional activators of Hsp70. HeLa Hsp70 promoter luciferase reporter, luminescence; scaled: vehicle 0, proteasome-inhibitor control 100%. activation, % at 10 µM. 200,000 compounds, 0.04% hits;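 active = activation above the mean across all tested compounds plus 3 SD, cutoff set per campaign, cut at about 5.5% in these data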;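 also: 100% = MG132 at 30 µM as the positive control and 0% = DMSO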
PMI act = activators of human phosphomannose isomerase | P34949 | purified human PMI, coupled resazurin fluorescence, 20 min; stronger effect = higher value; 1 = vehicle control, 0 substrate-free wells | activation factor at 20 µM | 190,000 compounds, 0.005% hits | AID 1214;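 active = activation factor of 2 or more at 20 µM, relative to plate controls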
Target sequence (P34949 whole entry, looked up): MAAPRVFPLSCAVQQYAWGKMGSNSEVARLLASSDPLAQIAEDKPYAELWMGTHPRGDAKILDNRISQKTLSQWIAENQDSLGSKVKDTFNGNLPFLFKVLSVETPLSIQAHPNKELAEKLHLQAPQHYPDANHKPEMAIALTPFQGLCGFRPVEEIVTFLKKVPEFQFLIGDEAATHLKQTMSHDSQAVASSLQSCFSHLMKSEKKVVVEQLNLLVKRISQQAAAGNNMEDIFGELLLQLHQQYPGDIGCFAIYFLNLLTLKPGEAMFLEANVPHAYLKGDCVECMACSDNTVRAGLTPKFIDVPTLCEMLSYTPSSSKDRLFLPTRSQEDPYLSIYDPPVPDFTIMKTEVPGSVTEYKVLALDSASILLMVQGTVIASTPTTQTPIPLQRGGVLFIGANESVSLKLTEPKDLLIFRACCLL
Diaph inh CS = diaphorase inhibition or chemical oxidation counter-screen; diaphorase resazurin-to-resorufin fluorescence, NADH, 16 min; bacterial (C. kluyveri) enzyme, not human; 190,000 compounds, 0.69% hits; inhibition, % at 20 µM; AID 1217;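 active = primary screen inhibition at 20 µM above a set limit, cut at about 50% in these data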;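 also: plate controls were DMSO with full reaction for no effect and wells lacking NADH for full effect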
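System: Diaphorase enzyme from Clostridium kluyveri | Amount: Enzyme working solution with 0.14 U/mL diaphorase | Benchmarks: No-NADH positive control and DMSO neutral control | Signal: Fluorescence of resorufin formed from resazurin, Ex 544/Em 590 nm | Schedule: 16-min room-temperature incubation before reading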
PMI act hi M6P = PMI (human) activation, high substrate | P34949 | coupled PMI enzyme assay, resazurin fluorescence, 20 min; stronger effect = higher value; 1 = untreated enzyme, 0 = substrate-free blank | activation factor at 20 µM | 190,000 compounds, 0.34% hits | AID 1216;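 active = activation factor of 2 or more at 20 µM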
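test system = human PMI in coupled enzyme assay | medium = HEPES-buffered pH 7.4 with magnesium and detergent | also added = 1.0 mM mannose-6-phosphate substrate with 0.22 mM NADP+ | compound = 20 µM single dose | times = 20 min incubation at room temperature | measured by = resorufin fluorescence (Ex 544/Em 590 nm) from resazurin via diaphorase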
Lmaj promast = Leishmania major promastigote growth inhibition | Leishmania major promastigotes, resazurin fluorescence viability | inhibition, % at 10 µM | 200,000 compounds, 9% hits;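 also: promastigotes grown with compound for 44 hours at 28 °C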
S1P3 antag = antagonists of human S1P3 receptor; Q99500; CHO S1P3 NFAT-BLA reporter, FRET fluorescence, antagonist mode; inhibition, % at 4.98 µM; 170,000 compounds, 0.27% hits;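 active = inhibition above the plate cutoff, the mean inhibition of test wells on that plate plus 3 SD, cut at about 28% in these data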;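 also: cells challenged with S1P at its EC80 of 0.8 µM; blue over green emission ratio from cleaved BLA substrate after 4 h stimulation; 0% = S1P-stimulated wells and 100% = unstimulated DMSO-only wells; some compounds past the cut are filed as inactive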
Target sequence (Q99500 whole entry, looked up): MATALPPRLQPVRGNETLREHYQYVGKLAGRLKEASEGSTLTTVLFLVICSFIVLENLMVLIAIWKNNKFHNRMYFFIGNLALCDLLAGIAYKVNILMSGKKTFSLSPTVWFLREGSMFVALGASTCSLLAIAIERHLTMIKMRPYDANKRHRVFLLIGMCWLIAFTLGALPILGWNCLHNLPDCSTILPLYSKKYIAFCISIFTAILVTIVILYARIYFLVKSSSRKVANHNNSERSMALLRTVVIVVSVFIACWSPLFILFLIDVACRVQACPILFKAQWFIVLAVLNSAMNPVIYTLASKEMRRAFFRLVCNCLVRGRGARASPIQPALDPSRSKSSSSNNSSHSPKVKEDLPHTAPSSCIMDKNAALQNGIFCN
* marks the source's active call; other numbers are inactive results; . = no result given. Rule as the data show it, unless noted: active = inhibition above about 50%; inactive = the rest. Not a hit list. Share with any hit: about 12%.

SMILES	RAM inhibit	Diaph act CS	TLR4 MyD88 comp	Redox H2O2 prof	G6PDH CS	Hsp70 activator	PMI act	Diaph inh CS	PMI act hi M6P	Lmaj promast	S1P3 antag
COc1cc(S(=O)(=O)NCCN2CCOCC2)c(OC)cc1Cl	1.8	0.9	-8.8	0.8	-5.0	-0.1	0.9	14.1	0.9	-0.6	-2.4
Cc1ccc(/C=C2\C(=O)ON=C2c2ccccc2)o1	1.0	0.8	19.0	-0.8	3.8	-0.3	0.9	18.8	0.9	-0.3	-16.6
O=C(Nc1ccc2c(c1)nc1n2CCN(C2CCCCC2)C1)NC1CCCCC1	1.3	0.9	7.6	-3.9	30.1	-0.1	1.1	10.6	1.1	-1.6	.
CCOC(=O)N1CCN(C(=O)c2ccc(S(=O)(=O)c3ccc(C)cc3)c(NC(C)=O)c2)CC1	1.3	0.9	-1.3	-1.0	7.8	-0.5	1	11.6	1	-1.8	-24.5
Cc1cc(Nc2ccccc2)nc(-c2ccccc2O)n1	-0.4	0.8	12.0	-0.2	10.4	0.3	0.9	17.1	0.9	10.7	31.4
O=C(Cc1ccc(Br)cc1)Nc1ccccc1Cl	1.0	1	-14.3	-0.6	2.9	-0.1	1.1	2.4	1.1	-6.6	-8.5
O=C1C(=O)N(CC(=O)N2CCCC2)c2ccccc21	1.7	0.9	-7.6	-0.3	5.9	0.1	1	10.0	0.8	-7.6	-14.8
O=C(Oc1cccc(Nc2ncnc3ccccc23)c1)c1ccccc1Cl	0.3	0.8	-7.1	-0.6	-48.3	-0.3	0.9	21.9	0.9	5.6	.
COc1ccc(/C(O)=C2/C(=O)C(=O)N(CC3CCCO3)C2c2cccc(OC)c2)cc1 (stereo not drawn)	1.5	1	2.1	0.1	7.7	0.0	1.2	2.2	1.1	-7.2	-17.8
CCc1nnc(NC(=O)c2ccc(S(=O)(=O)N3CCN(Cc4ccccc4)CC3)cc2)s1	-0.1	1	-4.3	-1.7	21.0	-0.2	1	2.7	1	-4.2	.
Cc1cccc(N=C2CSC(=O)N2)c1	2.0	1	0.6	-0.8	1.6	-0.2	0.9	2.3	1.1	-7.0	-1.2
O=C(Nc1nc2c(cc3c4c(cccc42)CC3)s1)c1ccccc1Cl	2.2	0.8	5.5	-0.1	-13.2	0.0	0.8	16.7	0.9	45.0	24.5
COc1ccccc1NC(=O)Cn1nc(-c2ccc(Cl)cc2)c2ccccc2c1=O	3.6	0.9	-4.6	0.1	1.9	-0.2	1	5.8	1.1	67.8*	.
Cc1nc(SCCOc2ccccc2F)[nH]c(=O)c1Cc1ccccc1	7.6	1	-15.7	-1.0	-0.9	0.1	1.1	3.3	1	0.9	-13.6
Cc1cccc(OCC(=O)Nc2ccccc2-c2ccccc2)c1	5.4	0.9	-12.2	0.4	-6.0	0.0	1	5.9	1	-1.0	1.7
O=C(COC(=O)CCCSc1nc2ccccc2[nH]1)Nc1cccc(F)c1	0.8	0.7	-10.1	0.3	-3.6	-0.5	0.9	26.1	1	-5.6	2.6
O=C1NN=C(c2ccccc2)CC1c1c[nH]c2ccccc12 (stereo not drawn)	0.2	1	-5.2	-2.3	14.0	0.1	1.2	-3.7	1.1	5.1	-0.2
c1ccc2sc(NN=C3CCCCCC3)nc2c1	0.1	0.8	6.3	0.0	14.9	-0.3	0.8	22.3	0.8	62.7*	-22.1
CC(C)Sc1nc2c([nH]1)c(=N)ncn2Cc1ccccc1	3.0	1.1	-12.5	-0.2	15.2	-0.3	1	-10.9	0.9	1.8	-13.4
CCc1cc2ccc(C)cc2nc1SCC(=O)NNC(=O)c1ccco1	5.6	0.9	-7.5	-0.5	-19.8	-0.3	0.9	9.6	1	-0.7	-3.4
CCc1nnc(NC(=O)CSc2ncnc3scc(-c4ccc(C)cc4)c23)s1	3.1	1	-6.5	-4.7	1.2	-0.2	0.9	3.9	1	-8.0	.
COc1ccc(-c2nc(CN(CC3CCC(=O)N3)C(C)C)c(C)o2)c(C)c1C (stereo not drawn)	0.7	0.8	-5.8	-0.8	12.7	-0.2	0.9	16.5	0.9	79.2*	-8.3
COc1cc(/C=C/C(C)=O)cc(OC)c1OC	3.6	0.8	5.2	0.0	5.6	-0.3	0.9	15.2	0.9	41.9	.
CCCc1nc2scc(-c3ccccc3)c2c(=O)n1N	1.8	0.9	-6.7	1.9	-2.8	-0.5	0.9	11.2	0.9	12.7	11.6
Cc1ccc(N2C(=O)c3cccc4cccc(c34)C2=O)cc1	2.7	1.2	-16.9	-0.3	5.5	0.1	1	-15.3	1	-7.3	6.5
O=C(CN1CCN(S(=O)(=O)c2ccccc2)CC1)Nc1ccccc1C(=O)c1ccccc1	2.6	0.9	6.0	1.2	-43.8	-0.5	0.9	9.0	1	3.3	16.0
N#C/C(=C\c1ccc(Sc2ccccc2)o1)c1nc2ccccc2[nH]1	7.0	0.8	15.6	0.0	-7.5	-0.2	0.9	18.7	1	17.8	13.2
O=C(Cc1ccccc1)NNS(=O)(=O)c1ccc(F)cc1	-0.4	.	16.1	0.1	8.0	-0.2	.	.	.	-5.5	-6.7
CCSc1nnc(NC(=O)Cc2ccccc2OC)s1	4.4	0.9	3.1	1.3	13.8	-0.1	0.9	10.4	0.9	-10.8	.
CC/C(O)=C1\C(=O)CCCC1=NCCc1nc2ccccc2[nH]1	1.1	1	-2.3	-0.9	9.0	-0.4	1.1	-2.0	1.1	16.9	-29.3
CN1CCc2c(sc3c2C(=O)NC(c2cn(Cc4ccccc4)c4ccccc24)N3)C1 (stereo not drawn)	1.9	1.1	9.1	2.4	-65.1	-0.3	0.8	-8.3	0.9	100.4*	5.3
COc1ccc(N2CCN(c3ccc(NC(=O)c4ccc5c(c4)OCO5)cc3C#N)CC2)cc1	0.6	1.1	-12.2	0.0	-30.0	-0.2	1	-9.3	1	-7.1	-10.1
Cc1ccccc1-c1nnc(SCCC(=O)N2CCOCC2)o1	0.6	1.2	7.3	-0.2	14.2	-0.3	1.3	-22.5	1.2	-7.8	-6.3
Cc1onc(-c2ccccc2Cl)c1C(=O)N(C)C1CCCCC1	-0.3	1.1	10.2	-1.3	2.8	-0.4	1	-12.3	1	78.2*	-23.3
O=C(CSc1nnc(-c2cccnc2)n1-c1ccccc1)Nc1ccccc1	4.8	0.9	0.4	0.4	-1.0	-0.3	1	11.6	0.9	8.0	.
CCc1cccc(NS(=O)(=O)c2ccc3c(c2)CCC(=O)N3)c1	2.1	0.9	-1.1	-1.5	3.5	-0.2	1	13.3	1	3.0	-19.3

Record cards, as listed above. Screens in order: RAM inhibit | Diaph act CS | TLR4 MyD88 comp | Redox H2O2 prof | G6PDH CS | Hsp70 activator | PMI act | Diaph inh CS | PMI act hi M6P | Lmaj promast | S1P3 antag
O=C(CN1CCN(S(=O)(=O)c2ccccc2)CC1)Nc1ccccc1C(=O)c1ccccc1 as listed: 2.6 | 0.9 | 6.0 | 1.2 | -43.8 | -0.5 | 0.9 | 9.0 | 1 | 3.3 | 16.0
Cc1onc(-c2ccccc2Cl)c1C(=O)N(C)C1CCCCC1 as listed: -0.3 | 1.1 | 10.2 | -1.3 | 2.8 | -0.4 | 1 | -12.3 | 1 | 78.2* | -23.3
CN1CCc2c(sc3c2C(=O)NC(c2cn(Cc4ccccc4)c4ccccc24)N3)C1 (stereo not drawn) as listed: 1.9 | 1.1 | 9.1 | 2.4 | -65.1 | -0.3 | 0.8 | -8.3 | 0.9 | 100.4* | 5.3
CC/C(O)=C1\C(=O)CCCC1=NCCc1nc2ccccc2[nH]1 as listed: 1.1 | 1 | -2.3 | -0.9 | 9.0 | -0.4 | 1.1 | -2.0 | 1.1 | 16.9 | -29.3
COc1ccc(N2CCN(c3ccc(NC(=O)c4ccc5c(c4)OCO5)cc3C#N)CC2)cc1 as listed: 0.6 | 1.1 | -12.2 | 0.0 | -30.0 | -0.2 | 1 | -9.3 | 1 | -7.1 | -10.1

New compounds follow
SMILES	RAM inhibit	Diaph act CS	TLR4 MyD88 comp	Redox H2O2 prof	G6PDH CS	Hsp70 activator	PMI act	Diaph inh CS	PMI act hi M6P	Lmaj promast	S1P3 antag
CCOc1ccc(NC(=O)CSc2nc(N)c(-c3ccccc3)c(=O)[nH]2)cc1	4.4	0.9	-6.6	-0.1	4.1	-0.2	0.9	14.9	0.9	-2.3	-16.6
O=C(NC1CCCCC1)C(c1ccc(F)cc1)N(Cc1ccccc1)C(=O)CN1C(=O)c2ccccc2S1(=O)=O (stereo not drawn)	4.7	0.9	0.2	-0.3	0.1	-0.4	0.9	9.1	1	58.4*	-0.2
COc1ccc(/C=C/c2c([N+](=O)[O-])c(=O)n(C)c(=O)n2C)cc1	0.9	1	4.9	0.9	3.3	0.3	1.1	1.7	1.1	36.2	1.4
Cc1cc[n+](C(C)C(=O)c2ccc(-c3ccccc3)cc2)cc1 (stereo not drawn)	1.9	1.1	-0.8	-0.5	2.3	-0.2	1.3	-6.8	1.1	89.9*	-5.9
COC(=O)C1=C(N)OC2=C(C(=O)CCC2)C1c1cccs1 (stereo not drawn)	-0.3	0.9	-2.6	1.8	3.2	-0.6	0.8	13.6	0.9	7.2	.
COc1cccc(C2N(c3ccc(Cl)cc3)C(=O)C3CCCN32)c1 (stereo not drawn)	0.9	0.9	5.3	-0.8	0.5	0.0	1	7.6	1	-7.6	-28.5
Cc1ccc(OCc2nc(C#N)c(NCc3ccco3)o2)cc1	0.3	0.9	5.4	0.9	3.0	0.6	0.9	12.9	0.9	39.9	.
O=C(Cn1ccsc1=NC(=O)C(F)(F)F)c1ccccc1	-0.1	0.9	-2.6	-7.2	-0.3	-0.1	1	10.5	1	-2.8	.
CC(C)=CCN1CCN(CCCn2cccn2)CC1CCO (stereo not drawn)	0.0	0.8	1.6	-0.7	18.4	-0.2	1	15.0	1.1	-7.3	-9.0
